Apaf1 inhib: inhibitors of human Apaf-1 apoptosome, primary screen, biochemical, DEVD-Rh110 fluorescence, uHTS; Apoptotic protease-activating factor 1 (Homo sapiens), O14727; 330,000 tested, 0.71% active; reconstituted apoptosome caspase-3 activity; inhibition, % at 20 µM; active = inhibition of at least 40% at 20 µM;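 also: plate controls were DMSO wells for no effect and DEVD-CHO caspase inhibitor wells for full effect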
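Material: reconstituted apoptosome with Apaf-1, cytochrome c, caspase-9, procaspase-3, dATP / Buffer or medium: pH 7.5 Hepes buffer with CHAPS, BSA, DTT / Also added: cytochrome c with DEVD-Rh110 / Schedule: compound with Apaf-1, dATP, procaspase-3 30 min, then 50 min reaction, room temperature / Technique: rhodamine 110 fluorescence at Ex 480/Em 540 nm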
SENP1 FRET inh: human SENP1 catalytic domain inhibitors, primary screen, biochemical, FRET, uHTS. 360,000 tested, 0.21% active. inhibition, % at 10 µM. AID 624204, 2012. recombinant SENP1 catalytic domain, CyPet-SUMO1-YPet FRET cleavage;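 active = inhibition at least 30% at 10 µM, raw YFP signal under a set limit, fluorescence ratio 0.5 to 1.5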;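 also: 0% = enzyme with DMSO and 100% = no enzyme wells; some results filed as inactive read as strong as hits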
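material = recombinant human SENP1 catalytic domain, His6-tagged | quantity = 20 pM enzyme | reagent = 25 nM SUMO1 FRET substrate | compound dosing = 10 µM single point, 0.5% DMSO | timing = 50 min enzyme reaction, room temperature, light-protected | detection = FRET, CFP and YFP emission | control set = no-enzyme low, enzyme-DMSO high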
PfG6PD inh: PfG6PD enzyme inhibitors, primary screen, biochemical, fluorescence intensity, uHTS. inhibition, % at 20 µM. PfGluPho enzyme, NADPH resazurin-diaphorase fluorescence. AID 504690, 2011. 350,000 tested, 0.78% active;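 active = inhibition reaching at least a set limit at 20 µM in the primary screen, cut at about 59% in these data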;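 also: 0% = DMSO wells with substrate and 100% = DMSO wells lacking glucose-6-phosphate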
SENP6 inh: SENP6 protease inhibitors, primary screen, biochemical, luminescence, uHTS; inhibition, % at 10 µM; 330,000 tested, 1.8% active; AID 2599, 2010; Sentrin-specific protease 6 (Homo sapiens), Q9GZR1; Recombinant SENP6 catalytic domain, aminoluciferin luminescence;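 active = inhibition above about 50% at the single tested dose, limit read from the data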;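 also: plate controls were DMSO wells with enzyme for no effect and DMSO wells lacking enzyme for full effect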
Target sequence (Q9GZR1 628-1112 limits assumed): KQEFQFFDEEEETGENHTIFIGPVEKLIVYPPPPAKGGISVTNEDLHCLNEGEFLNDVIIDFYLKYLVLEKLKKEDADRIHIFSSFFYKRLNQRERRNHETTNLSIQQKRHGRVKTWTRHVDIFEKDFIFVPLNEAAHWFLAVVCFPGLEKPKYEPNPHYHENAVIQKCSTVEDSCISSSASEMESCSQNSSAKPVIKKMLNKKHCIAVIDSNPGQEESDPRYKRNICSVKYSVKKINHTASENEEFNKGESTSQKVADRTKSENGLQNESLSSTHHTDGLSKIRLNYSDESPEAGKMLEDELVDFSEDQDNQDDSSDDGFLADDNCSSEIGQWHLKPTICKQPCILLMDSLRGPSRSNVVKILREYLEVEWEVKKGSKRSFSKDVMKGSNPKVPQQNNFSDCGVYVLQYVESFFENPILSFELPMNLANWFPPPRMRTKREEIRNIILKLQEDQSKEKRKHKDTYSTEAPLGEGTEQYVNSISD
HKDC1 inhibitor: HKDC1 hexokinase inhibitors, primary screen, biochemical, fluorescence, uHTS; Q2TB90; recombinant HKDC1, G6PDH/diaphorase resazurin coupled fluorescence; inhibition, % at 20 µM; 340,000 tested, 0.16% active; AID 493160, 2011;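 active = inhibition above about 35% when tested at 20 µM, limit read from the data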;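 also: plate controls were DMSO wells with enzyme for no effect and DMSO wells lacking enzyme for full effect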
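Test system: Recombinant HKDC1 (HK5) hexokinase enzyme, produced in-house | Input: HKDC1 at 5 µg/mL | Buffer or medium: Tris pH 8.0 buffer with MgCl2, Tween-20, BSA, BME | Schedule: 90 min reaction incubation at room temperature, dark | Technique: Resazurin-to-resorufin fluorescence via G6PDH and diaphorase coupling, 525/613 nm | Controls: DMSO wells with and without enzyme mix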
SENP8 block-1: SENP8 protease inhibitors, primary screen, biochemical, luminescence; Sentrin-specific protease 8 (Homo sapiens), Q96LD8; purified SENP8, Z-RLRGG-aminoluciferin cleavage; inhibition, % at 10 µM; 330,000 tested, 1.2% active; AID 2540, 2010; in the data active = inhibition above about 50%
Target sequence (Q96LD8 whole entry, looked up): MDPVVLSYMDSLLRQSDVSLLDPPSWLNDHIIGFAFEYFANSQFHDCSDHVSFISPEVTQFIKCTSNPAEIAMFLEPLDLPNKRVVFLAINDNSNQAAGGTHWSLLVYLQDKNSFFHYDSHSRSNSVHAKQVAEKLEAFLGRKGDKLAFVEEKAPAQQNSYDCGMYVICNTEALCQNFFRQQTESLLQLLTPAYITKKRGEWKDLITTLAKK
SENP7 inh: SENP7 protease inhibitors, primary screen, biochemical, luminescence, uHTS. Sentrin-specific protease 7 (Homo sapiens), Q9BQF6. recombinant SENP7, Z-RLRGG-aminoluciferin luminescence, 40 min. inhibition, % at 5 µM. 330,000 tested, 1.5% active;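 active = inhibition above about 50% at the single test dose, limit read from the data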;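 also: plate controls were DMSO with enzyme for no effect and no enzyme buffer wells for full effect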
Target sequence (Q9BQF6 706-1050 limits assumed): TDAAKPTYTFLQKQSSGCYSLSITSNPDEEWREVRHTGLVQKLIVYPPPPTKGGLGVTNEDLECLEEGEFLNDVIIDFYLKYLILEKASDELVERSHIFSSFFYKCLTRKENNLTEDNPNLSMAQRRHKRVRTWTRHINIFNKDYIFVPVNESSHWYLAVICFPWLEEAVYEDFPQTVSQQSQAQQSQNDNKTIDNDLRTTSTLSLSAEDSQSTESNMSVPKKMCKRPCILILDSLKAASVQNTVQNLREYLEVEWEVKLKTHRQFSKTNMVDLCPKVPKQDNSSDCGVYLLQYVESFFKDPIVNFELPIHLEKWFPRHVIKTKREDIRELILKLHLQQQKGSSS
SENP8 block-2: human SENP8 protease inhibitors, primary screen, biochemical, fluorescence, Nedd8 protein substrate, uHTS; Sentrin-specific protease 8 (Homo sapiens), Q96LD8; recombinant SENP8; inhibition, % at 20 µM; 360,000 tested, 0.64% active; AID 602440, 2012; in the data active = inhibition mostly above about 40%, no sharp cut-off; inactive = mostly below about 27%
Numbers without * were called inactive; nt = not tested or not shown.

item	structure	Apaf1 inhib	SENP1 FRET inh	PfG6PD inh	SENP6 inh	HKDC1 inhibitor	SENP8 block-1	SENP7 inh	SENP8 block-2
1	NC(=O)CC(NC(=S)NCc1ccccc1)C(=O)O (stereo not drawn)	-0.4	1.0	19.2	-8.7	-4.6	-0.3	-1.5	24.2
2	Cc1nnc(NC(=O)c2nc(S(=O)(=O)Cc3ccccc3C)ncc2Cl)s1	8.3	2.3	-25.9	-19.6	6.3	-8.4	-11.7	1.1
3	c1ccc2sc(Nc3nc4cc5c(cc4s3)OCO5)nc2c1	11.3	-25.4	-8.1	24.5	-9.6	-10.7	63.7*	-327.7
4	CCOC(=O)c1cnc2ccc(C(=O)OC)cc2c1NCCCN1CCOCC1	-10.8	-3.9	27.4	6.5	8.7	5.0	-1.1	-236.5
5	Cn1c(CN2CCOCC2)nnc1SCC(=O)Nc1cccc(C(F)(F)F)c1	1.5	-0.2	-4.4	-17.5	0.1	-2.0	0.0	4.2
6	CN1CCC(=O)N(CCSc2ccccc2)CC1	-5.2	1.9	-0.3	-22.2	0.1	-16.5	-10.7	7.8
7	COc1ccccc1-c1ccc(SCC(=O)Nc2cc(C)on2)nn1	-11.9	1.5	-1.0	12.6	-2.1	-2.0	0.1	9.6
8	COCCn1c(N2CCCC2)nc2c1c(=O)[nH]c(=O)n2C	-2.4	0.0	-1.6	14.5	-3.1	2.9	-2.3	4.2
9	COC(=O)c1c(C(=O)OC)c(-c2cccc(C)c2)n2c1CS(=O)(=O)C2	4.0	-0.5	3.5	2.1	1.1	2.0	1.8	16.4
10	CN1CC(c2ccccc2Cl)C2(COc3ccccc3C2=O)C12C(=O)Nc1ccccc12 (stereo not drawn)	36.3	0.0	30.7	4.5	1.3	1.0	4.2	5.8
11	O=C(Nc1ccncc1)c1ccc(Cl)cc1	-2.7	1.0	-7.7	-4.5	-6.2	-4.1	4.1	12.7
12	CCOC(=O)c1cccc(NC(=O)c2cc3ccccc3o2)c1	22.2	-1.1	19.2	31.1	-4.9	1.1	17.0	-3.4
13	Cc1ccccc1OCc1nnc(SCC(=O)Nc2ccc3nc(SCC(=O)NC(C)(C)C)sc3c2)n1C	20.6	-2.5	9.2	-8.2	3.6	-12.3	-3.3	7.0
14	COC(=O)C1=C(C)NC(C)=C(C(=O)OCC2CCCO2)C1c1ccc(Cl)c([N+](=O)[O-])c1 (stereo not drawn)	23.4	1.7	nt	-14.5	nt	5.0	3.8	8.8
15	O=C(CCCCl)Oc1ccc2cc(-c3ccc4ccccc4n3)c(=O)oc2c1	4.2	-24.3	-12.6	29.3	-6.3	-6.9	31.9	-403.6
16	COc1ccc(CCN2C(=S)N(c3ccccc3)C(=O)C2CC(=O)O)cc1OC (stereo not drawn)	-2.5	1.1	-6.0	2.0	6.2	6.2	2.4	9.6
17	CC(=O)N(C(C)=O)c1ncnc2c1c(-c1ccc(Cl)cc1)nn2C(C)(C)C	5.6	-2.0	-4.1	-15.5	-1.5	-0.4	-1.9	-394.3
18	CC1=NN(C(C#N)c2ccccc2)C(C)(C)C1 (stereo not drawn)	-18.7	1.5	0.9	-2.6	-8.0	0.2	-0.4	-1.7
19	Cc1cc(/C=N/NC(=O)C(=O)NCc2ccccn2)c(C)n1-c1cccc(Br)c1	9.1	0.0	-1.0	0.4	-0.7	-7.8	-3.4	-20.5
20	c1ccc2[nH]c(CSc3nccs3)nc2c1	-3.5	-11.0	3.0	6.1	-5.3	-2.3	4.2	-15.9
21	CCOc1cc(-c2nc(C)c(C(C)=O)n2O)ccc1OCC(=O)Nc1cccc(C)c1	-1.9	3.5	13.8	-14.0	-1.6	-0.9	2.8	14.7
22	CC(Sc1ccccc1)C(=O)NCCc1ccccc1 (stereo not drawn)	-8.6	-2.5	15.3	21.8	-3.7	2.4	-2.2	1.5
23	N/C(=N\OC(=O)c1cccc(Cn2cc(C(F)(F)F)ccc2=O)c1)c1ccccc1	1.1	0.9	20.5	-18.2	2.5	-9.2	11.6	-4.9
24	O=C(c1ccc(Cl)cc1)c1c[nH]c(C(=O)NNc2cccc(Cl)n2)c1	6.1	3.3	-7.9	5.7	-2.9	-10.1	-2.4	14.1
25	COc1ccc(C(=O)NCCOc2ccccc2)cc1S(=O)(=O)N1CCOCC1	-5.8	2.5	-0.9	-1.7	-3.6	-5.8	-1.1	1.1
26	Cc1c(/C=C2\SC(=O)N(CC(=O)Nc3ccc4c(c3)OCO4)C2=O)c2ccccc2n1C	-1.3	-23.5	4.6	4.2	-8.2	10.1	5.4	6.8
27	Cc1cccc(NC(=S)NC(=O)C(c2ccccc2)c2ccccc2)n1	2.3	2.6	2.4	-29.2	-4.1	-4.6	12.0	10.7
28	CC(C)Nc1nnc(SCC(=O)NCc2ccc3c(c2)OCO3)s1	0.2	2.1	16.8	-21.8	-12.0	-2.2	-1.9	-1.1
29	Cc1ccc(S(=O)(=O)c2nc(-c3cccs3)oc2NCCCN(C)C)cc1	0.2	-3.3	4.8	2.5	-0.7	-1.8	1.7	-226.3
30	CCc1c(O)nc(SCC(=O)Nc2nc3ccccc3s2)n(-c2ccccc2)c1=O	-12.6	-0.6	-11.8	1.4	2.1	-6.4	-5.1	2.3

(cont.)
item	structure	Apaf1 inhib	SENP1 FRET inh	PfG6PD inh	SENP6 inh	HKDC1 inhibitor	SENP8 block-1	SENP7 inh	SENP8 block-2
31	CCOc1ccccc1N(CC(=O)Nc1ccc(OC)cc1)S(=O)(=O)c1ccccc1	12.8	0.1	12.9	-6.5	4.1	12.7	-7.2	14.8
32	COc1cccc(N2CCN(C(=O)Nc3ccc4c(c3)NC(=O)CO4)CC2)c1	14.1	0.6	2.2	-0.3	8.2	5.2	0.7	9.1
33	Cc1ccc(S(=O)(=O)N2CCN(C(=O)CN3CCN(C)CC3)C2)cc1	-22.9	0.6	-4.2	-4.2	-6.1	-0.3	-0.9	7.7
34	CCOC(=O)C1(C)NC(c2ccc(O)cc2)C2C(=O)N(c3ccccc3)C(=O)C21 (stereo not drawn)	-2.5	-8.8	-5.6	-17.9	-4.3	-5.7	-11.3	14.7
35	CSc1cccc(NC(=O)CCNC(=O)c2ccco2)c1	-6.5	2.5	2.9	-1.8	-6.8	1.8	10.4	2.5
36	O=C(Nc1ccc(Cc2ccncc2)cc1)C1CC1	-4.5	0.4	2.2	-18.9	-9.6	-1.5	-1.2	6.4
37	CC12COC3(P(=O)(c4ccccc4)c4ccccc4)CC1CCC23CP(=O)(c1ccccc1)c1ccccc1 (stereo not drawn)	41.3*	-2.1	5.9	-15.1	-0.2	-6.6	2.6	5.0
38	O=C(Cn1nnc(-c2ccccc2NC(=O)c2cccs2)n1)Nc1ccccc1	2.6	2.5	-0.6	-6.5	-0.4	-8.2	-10.8	13.0
39	COc1ccc(CNC(=O)C2CCN(S(=O)(=O)c3c(C)noc3/C=C/N(C)C)CC2)cc1	6.3	-1.3	-6.3	6.8	-1.2	-4.5	-13.4	6.2
40	O=C(OCCN1C(=O)c2ccccc2C1=O)[C@@H]1CC(O)CN1S(=O)(=O)c1ccccc1[N+](=O)[O-] (stereo partly drawn)	-5.7	1.4	5.0	-1.9	2.0	-7.0	2.3	4.1
41	COc1cccc(NC(=O)CN(C)C(=O)c2ccc(NC(=O)CC3SC(N4CCCCC4)=NC3=O)cc2)c1 (stereo not drawn)	27.8	-1.5	7.8	-11.6	-4.9	-8.3	-7.5	2.1
42	O=C1C(=O)N(Cc2ccncc2)C(c2ccccc2F)/C1=C(\O)c1ccc2c(c1)OCCO2 (stereo not drawn)	5.9	2.6	-34.9	1.9	6.5	-2.7	-1.9	-43.0
43	COc1ccc(S(=O)(=O)N2CCC(C(=O)N3CCN(c4ccccc4OC)CC3)CC2)cc1	1.4	-2.4	-4.5	-1.6	-1.8	0.4	-3.8	42.6*
44	CCOc1ccc(CSC(=N)N)cc1Cl	2.5	3.5	1.0	8.9	-0.7	3.0	8.7	18.8
45	COc1ccccc1CNC(=O)C(=O)Nc1ccc(C(=O)N2CCC(C)CC2)cc1	12.6	0.8	-15.7	-29.6	-3.6	-3.1	3.9	16.8
46	COc1cccc(CNC(=O)CCC2CCCN(C(=O)c3ccccc3N(C)C)C2)c1 (stereo not drawn)	18.7	-0.8	-3.9	-6.6	0.6	2.4	0.5	-58.5
47	OCCNCC(O)CN1c2ccccc2Sc2ccccc21 (stereo not drawn)	4.8	-3.3	-6.0	8.8	-5.2	-0.8	-0.8	-10.3
48	Cn1cccc1C(=O)NC(=O)COC(=O)c1ccccc1O	-0.4	0.8	-9.2	-53.3	1.0	-15.4	-0.7	-4.9
49	CN(CC(=O)Nc1ccccc1C(=O)NC1CC1)Cc1ccco1	4.3	-0.3	5.3	-8.3	-8.3	-14.7	-2.0	-0.9

Gathered by group, those above containing a Cl atom
item	structure	Apaf1 inhib	SENP1 FRET inh	PfG6PD inh	SENP6 inh	HKDC1 inhibitor	SENP8 block-1	SENP7 inh	SENP8 block-2
2	Cc1nnc(NC(=O)c2nc(S(=O)(=O)Cc3ccccc3C)ncc2Cl)s1	8.3	2.3	-25.9	-19.6	6.3	-8.4	-11.7	1.1
10	CN1CC(c2ccccc2Cl)C2(COc3ccccc3C2=O)C12C(=O)Nc1ccccc12 (stereo not drawn)	36.3	0.0	30.7	4.5	1.3	1.0	4.2	5.8
11	O=C(Nc1ccncc1)c1ccc(Cl)cc1	-2.7	1.0	-7.7	-4.5	-6.2	-4.1	4.1	12.7
14	COC(=O)C1=C(C)NC(C)=C(C(=O)OCC2CCCO2)C1c1ccc(Cl)c([N+](=O)[O-])c1 (stereo not drawn)	23.4	1.7	nt	-14.5	nt	5.0	3.8	8.8
15	O=C(CCCCl)Oc1ccc2cc(-c3ccc4ccccc4n3)c(=O)oc2c1	4.2	-24.3	-12.6	29.3	-6.3	-6.9	31.9	-403.6
17	CC(=O)N(C(C)=O)c1ncnc2c1c(-c1ccc(Cl)cc1)nn2C(C)(C)C	5.6	-2.0	-4.1	-15.5	-1.5	-0.4	-1.9	-394.3
24	O=C(c1ccc(Cl)cc1)c1c[nH]c(C(=O)NNc2cccc(Cl)n2)c1	6.1	3.3	-7.9	5.7	-2.9	-10.1	-2.4	14.1
44	CCOc1ccc(CSC(=N)N)cc1Cl	2.5	3.5	1.0	8.9	-0.7	3.0	8.7	18.8

Screening results from PubChem BioAssay.
